# C2C12 statin = suppression of simvastatin myotoxicity. C2C12 myotubes + simvastatin, ATP luminescence, 48 h; scaled: DMSO 0, geranylgeraniol control 100. rescue of ATP level, % at 7.49 µM. 330,000 tested, 0.78% active. AID 602340;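 active = mean ATP rescue above about 67%, or every replicate alone reaching that limit, limit read from the data, passing the limit was not always enough; inconclusive = no clear call, values can overlap the other calls; inactive = mean under the limit and some replicate under it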;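 note: myotubes were challenged with 10 µM simvastatin during compound exposure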
# Cneo AK release = Cryptococcus neoformans lysis via adenylate kinase release; AID 651654; C. neoformans lysis, adenylate kinase release luminescence, 4 h; normalised: neutral wells 0, clomiphene wells 100; lysis activity, % at 15 µM; 360,000 tested, 0.2% active;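 active = mean lysis activity across replicates of at least 80%, whatever share of replicates individually reach that level; inactive = mean lysis activity below 80%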
#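 Material – Cryptococcus neoformans yeast cells · Quantity – 5 × 10^6 yeast cells/mL · Buffer or medium – YPD medium · Compound – single dose · Timing – 4 h static compound exposure, 37 °C, read 1 h post-reagent · Signal – adenylate kinase release luminescence · Read-out basis – lysis from increased AK signal · Benchmarks – Clomiphene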
# esBAF inh = SWI/SNF esBAF complex inhibition; reporter increase, % at 12.5 µM; AID 602393; 350,000 tested, 2% active; mouse ES cells, Bmi1-luciferase knock-in reporter, 24 h; 100% = twice the neutral-well signal; in the data active = activation above about 40%; inconclusive = no clear call, values can overlap the other calls;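 note: 0% = median of the plate's neutral control wells and 100% = double that signal; a rise in the Bmi1 reporter signal indicates esBAF inhibition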
# SIRT5 inh = inhibitors of human sirtuin-5 desuccinylase | Q9NXA8 | Purified SirT5, succinyl-peptide AMC, trypsin-coupled fluorescence | inhibition, % at 15 µM | 330,000 tested, 1.1% active; in the data active = inhibition above about 15%; inconclusive = no clear call, values can overlap the other calls
# Target sequence (Q9NXA8 whole entry, looked up): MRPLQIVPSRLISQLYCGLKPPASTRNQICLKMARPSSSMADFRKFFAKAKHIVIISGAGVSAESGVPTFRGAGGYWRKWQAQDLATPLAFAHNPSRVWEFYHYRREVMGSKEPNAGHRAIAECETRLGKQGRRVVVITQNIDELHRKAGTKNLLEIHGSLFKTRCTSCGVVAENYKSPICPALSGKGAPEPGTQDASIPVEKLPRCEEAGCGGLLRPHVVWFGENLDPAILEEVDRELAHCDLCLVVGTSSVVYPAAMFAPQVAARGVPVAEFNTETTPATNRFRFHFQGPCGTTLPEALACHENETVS
# ERp5 inh = ERp5 (human) disulfide isomerase inhibition. ERp5 insulin aggregation, absorbance 650 nm, 90 min. inhibition, % at 9.99 µM. 350,000 tested, 0.05% active. Q15084;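 active = mean replicate inhibition above about 25%, with every replicate also reaching it, limit read from the data, passing the limit was not always enough; inconclusive = only one of those two criteria met; inactive = neither criterion met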
# Target sequence (Q15084 whole entry, looked up): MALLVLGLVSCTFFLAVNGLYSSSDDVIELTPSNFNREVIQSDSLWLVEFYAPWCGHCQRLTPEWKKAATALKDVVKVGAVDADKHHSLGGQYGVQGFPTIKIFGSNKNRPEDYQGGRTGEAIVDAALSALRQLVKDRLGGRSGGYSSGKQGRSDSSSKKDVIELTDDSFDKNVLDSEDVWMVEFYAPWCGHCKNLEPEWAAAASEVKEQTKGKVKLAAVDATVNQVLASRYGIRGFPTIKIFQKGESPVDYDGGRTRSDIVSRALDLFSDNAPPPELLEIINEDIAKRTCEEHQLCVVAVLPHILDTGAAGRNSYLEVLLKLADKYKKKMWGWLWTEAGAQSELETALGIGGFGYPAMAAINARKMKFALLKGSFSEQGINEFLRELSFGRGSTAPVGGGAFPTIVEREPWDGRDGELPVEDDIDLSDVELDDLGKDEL
# ARNT TACC3 PPI = disrupts binding between human ARNT and TACC3. inhibition, % at 9.99 µM. Q9Y6A5. 390,000 tested, 0.66% active. AlphaScreen His-ARNT PAS-B/GST-TACC3 binding, luminescence; TACC3 fragment carries E629A point mutation. AID 623870;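 active = mean inhibition of replicates at least 50% and at least half of replicates each reaching 50%; inconclusive = half or more replicates reach 50% but mean below 50%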;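 note: 0% = complete ARNT plus TACC3 wells and 100% = ARNT alone without TACC3; many hits fall short of the cut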
# miR-122 sensor = miR-122 inhibition in Huh7 cells. Huh7 miR-122 Renilla luciferase sensor, 48 h; neutral wells = 0, positive control = 100. activation (reporter increase), % at 12.5 µM. 340,000 tested, 0.3% active;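 active = mean replicate activation score at least 90 and every replicate individually at or above 90; inconclusive = only one of the two criteria met; inactive = neither criterion met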;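 note: higher luciferase means less miR-122 activity so hits act as miR-122 inhibitors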
# * hit, by the source's call; ? = inconclusive; / = not tested or not shown; & = joins results of further samples; [ ] = remark or other dose.
# Each structure is followed by: C2C12 statin	Cneo AK release	esBAF inh	SIRT5 inh	ERp5 inh	ARNT TACC3 PPI	miR-122 sensor
COC(=O)CC(c1ccc(OC)c(OC)c1)c1ccc(OC)c(OC)c1
 : 5	-1	-11	-1	3	1	-2
O=C(NCc1ccc(F)cc1)C1CC(=O)N(C2CCCCCCC2)C1 (configuration not stated)
 : -6	-1	1	-6	1	0	-1
Cc1nnc(NC(=O)CSCc2ccccc2)s1
 : 9	1	3	5	-1	0	-4
O=C(O)CC/C(=N\Nc1ccc(S(=O)(=O)N2CCOCC2)cc1[N+](=O)[O-])c1cccs1
 : /	/	/	10	-1	44	/
Cc1cccc(/C=N/NC(=O)c2ccc(NC(=O)c3cccc(Cl)c3)cc2)n1
 : -8	0	3	0	3	-9	-10
CC(C)OC(=O)CC(=O)CSc1nc2c(cc1C#N)CCCCCC2
 : /	30	14	/	/	-33	19
CCN1CCN(CC(=O)c2c(C)n(C)c3ccc(OC)cc23)CC1
 : 2	-3	-4	/	/	7	-8
O=c1cc(N2CCC3(CC2)OCCO3)[nH]c(=O)n1C1CCCCC1
 : -25	4	16	/	/	2	/
CC(=O)N/N=C/C1=CCC2CC1C2(C)C (configuration not stated)
 : 5	8	-3	1	14	-25	-32
CC(C)c1nc(SCC(=O)Nc2nc3c(s2)CCCC3)c2ccccc2n1
 : -36	0	-2	/	/	/	-2

# Shown as tab-separated lines: entries from further up.
canonical_smiles	C2C12 statin	Cneo AK release	esBAF inh	SIRT5 inh	ERp5 inh	ARNT TACC3 PPI	miR-122 sensor
COC(=O)CC(c1ccc(OC)c(OC)c1)c1ccc(OC)c(OC)c1	5	-1	-11	-1	3	1	-2
O=C(NCc1ccc(F)cc1)C1CC(=O)N(C2CCCCCCC2)C1 (configuration not stated)	-6	-1	1	-6	1	0	-1
Cc1nnc(NC(=O)CSCc2ccccc2)s1	9	1	3	5	-1	0	-4
O=C(O)CC/C(=N\Nc1ccc(S(=O)(=O)N2CCOCC2)cc1[N+](=O)[O-])c1cccs1	/	/	/	10	-1	44	/
Cc1cccc(/C=N/NC(=O)c2ccc(NC(=O)c3cccc(Cl)c3)cc2)n1	-8	0	3	0	3	-9	-10
CC(C)OC(=O)CC(=O)CSc1nc2c(cc1C#N)CCCCCC2	/	30	14	/	/	-33	19
CCN1CCN(CC(=O)c2c(C)n(C)c3ccc(OC)cc23)CC1	2	-3	-4	/	/	7	-8
O=c1cc(N2CCC3(CC2)OCCO3)[nH]c(=O)n1C1CCCCC1	-25	4	16	/	/	2	/
CC(=O)N/N=C/C1=CCC2CC1C2(C)C (configuration not stated)	5	8	-3	1	14	-25	-32
CC(C)c1nc(SCC(=O)Nc2nc3c(s2)CCCC3)c2ccccc2n1	-36	0	-2	/	/	/	-2

# Following part:
# Each structure is followed by: C2C12 statin	Cneo AK release	esBAF inh	SIRT5 inh	ERp5 inh	ARNT TACC3 PPI	miR-122 sensor
COc1ccccc1OCC(=O)Nc1ccc(C(N)=O)cc1
 : -1	16	9	/	/	-6	2
CN1CCC(N(C)C(=O)c2ccc(Cl)c(S(=O)(=O)N(C)c3ccc(Cl)cc3)c2)CC1
 : -10	0	-8	-2	5	-1	3
O=S1(=O)C=C(SCc2ccc(F)cc2)Nc2ccccc21
 : /	/	/	0	2	-1	/
COCCNC(=O)C[C@@H]1C[C@H]2c3cc(NC(=O)CN(C)C)ccc3O[C@H]2[C@@H](CO)O1
 : 4	-5	2	-2	-4	3	2[16.7 µM]
Cc1cccc(/C=C/c2nc3ccccc3c(=O)n2Cc2ccccc2)c1
 : /	/	/	-1	-1	10	/
CC(C)NC(=O)C1CCCN(S(=O)(=O)c2cccs2)C1 (configuration not stated)
 : 10	0	4	/	/	-11	0
CN(C)C(=O)c1ccc(N/C=C(\C=O)c2nc3ccccc3o2)cc1
 : /	/	/	3	-2	-4	/
CC(C)NC(=O)Nc1ccc2c(c1)C(=O)N([C@@H](C)CO)C[C@H](C)[C@H](CN(C)C(=O)c1ccncc1)OCCCC[C@H](C)O2
 : /	-1	/	5	1	-6	9[16.7 µM]
Clc1ccc(-n2cnnn2)cc1
 : 6	1	-1	/	/	-3	-14
C[C@@H]1CN([C@@H](C)CO)C(=O)c2cc(-c3ccccc3)cnc2O[C@H]1CN(C)C(=O)Cc1ccccn1
 : 10	6	5	-4	0	-3	-2[16.7 µM]
C[C@@H]1CN([C@H](C)CO)C(=O)c2cccc(NC(=O)c3ccc(-c4nccs4)cc3)c2O[C@@H]1CN(C)Cc1ccc(Cl)c(Cl)c1
 : /	2	3	14	6	4	-6[16.7 µM]
COc1cccc(CNC(=O)c2ccc(CS(=O)c3ccccc3)o2)c1 (configuration not stated)
 : 6	0	-2	-3	1	-3	1
C[C@@H]1CN([C@H](C)CO)C(=O)CCCn2cc(nn2)CO[C@H]1CN(C)Cc1cccc(C(F)(F)F)c1
 : 19	11	2	1	-4	-4	-1[16.7 µM]
CO[C@@H]1CN(C)C(=O)c2cc(NS(C)(=O)=O)ccc2OC[C@@H](C)N(C(=O)CN(C)C)C[C@H]1C
 : 10	53	-3	-4	2	-4	7[16.7 µM]
CCOC(=O)N1CCC(NC(=O)C2=CCN(S(=O)(=O)c3ccccc3)CC2)CC1
 : /	/	/	-1	1	-10	/
COc1ccccc1-c1ccc2c(c1)O[C@H](CN(C)C(=O)c1ccccc1)[C@@H](C)CN([C@@H](C)CO)S2(=O)=O
 : -38	-5	5	-5	-5	11	16[16.7 µM]
O=C(c1cc2nc(-c3ccco3)cc(C(F)(F)F)n2n1)N1CCN(c2ccccn2)CC1
 : 0	/	4	/	/	-10	3
CCC(=O)N1C[C@@H](C)[C@H](OC)CN(C)C(=O)c2cc(NC(=O)Nc3ccccc3)ccc2OC[C@H]1C
 : -12	1	0	/	3	-6	-10[16.7 µM]
Cc1noc(C)c1S(=O)(=O)Nc1ccc2c(c1)C(=O)N([C@@H](C)CO)C[C@H](C)[C@@H](CN(C)CC1CC1)O2
 : -3	3	-2	-9	-1	0	-1[16.7 µM]
CCCn1c(C)nc2c(c1=O)c1nc3ccccc3nc1n2CCC1=CCCCC1
 : -7	2	0	/	/	-5	-9
O=C(COC(=O)c1ccc(F)cc1F)Nc1ccc(Cl)cn1
 : 10	0	-10	-1	-2	8	6
O=C1NC(=O)C(Cc2ccccc2)(c2ccccc2)N1 (configuration not stated)
 : -6	1	/	/	-3	-1	-3
O=C(CCN1CCCCC1)NCNC(=O)CCN1CCCCC1
 : 9	-1	-2	/	/	-6	-5
CNC(CC(C)C)C(=O)NC1C(=O)NC(CC(N)=O)C(=O)NC2C(=O)NC3C(=O)NC(C(=O)NC(C(=O)O)c4cc(O)cc(O)c4-c4cc3ccc4O)C(O)c3ccc(c(Cl)c3)Oc3cc2cc(c3OC2OC(CO)C(O)C(O)C2OC2C[C@](C)(N)C(O)C(C)O2)Oc2ccc(cc2Cl)C1O (some centres not stated)
 : 4	-1	-5	-6	4	-2	-6
O=C(CN1CCOCC1)N1CCCCN2[C@H](CO)[C@H](c3ccc(-c4ccccc4)cc3)[C@@H]2C1
 : 10	-3	-6	-3	-3	-4	0[16.7 µM]
S=C1NCN(Cc2cccnc2)CN1c1cccc(Cl)c1
 : /	3	/	-1	/	-2	/
COCCNc1ncnc2nc[nH]c12
 : 3	-4	3	/	/	-3	-18
O=C(CCC(=O)Nc1ccccc1)NNS(=O)(=O)c1ccc(Cl)cc1
 : 8	1	-1	-1	5	-5	1
CO[C@@H]1CN(C)C(=O)c2ccc(NS(C)(=O)=O)cc2OC[C@@H](C)N(CC2CCOCC2)C[C@@H]1C
 : 9	-3	0	-2	10	-7	10[16.7 µM]
Fc1ccccc1-c1nc(-c2ccncc2)no1
 : -3	-3	?	-1	4	-5	-30

# (further entries)
# Codes: A = C2C12 statin; B = Cneo AK release; C = esBAF inh; D = SIRT5 inh; E = ERp5 inh; F = ARNT TACC3 PPI; G = miR-122 sensor
mol: O=C(Oc1cccc(C(=S)N2CCCCC2)c1)c1ccccc1
  A: / | B: 1 | C: / | D: -1 | E: 0 | F: 1 | G: /
mol: Cc1ccccc1-c1ccc2c(c1)O[C@H](CN(C)Cc1ccncc1)[C@H](C)CN([C@H](C)CO)S2(=O)=O
  A: -44 | B: -5 | C: -3 | D: 1 | E: -2 | F: -18 | G: -9[16.7 µM]
mol: Cc1[nH]c2ccccc2c1/C=N/NC(=O)CNC(=O)COc1ccccc1
  A: 0 | B: 0 | C: -2 | D: 113* | E: -5 | F: -1 | G: 2
mol: COC(=O)c1ccccc1NC(=O)COc1ccccc1[N+](=O)[O-]
  A: / | B: / | C: / | D: 1 | E: -3 | F: -3 | G: /
mol: O=C(Nc1cccc(C(F)(F)F)c1)c1c(O)c2ccccc2[nH]c1=O
  A: -8 | B: 6 | C: 9 | D: / | E: / | F: -6 | G: 2
mol: COC(=O)C[C@@H]1CC[C@H]2[C@H](COc3ccc(NC(=O)Nc4ccc(Cl)cc4)cc3C(=O)N2C)O1
  A: -9 | B: 0 | C: 7 | D: / | E: / | F: -4 | G: 33[16.7 µM]
mol: COC(=O)c1ccccc1NC(=O)Oc1ccc(C(C)C)cc1
  A: 4 | B: 1 | C: 1 | D: -1 | E: -3 | F: -7 | G: -1
mol: CCCN(C)C[C@H]1Oc2ncc(C#CC3CC3)cc2C(=O)N([C@@H](C)CO)C[C@@H]1C
  A: 27 | B: / | C: -3 | D: / | E: / | F: / | G: -7[16.7 µM]
mol: C[C@H](CO)N1C[C@H](C)[C@@H](CN(C)Cc2ccc(C(=O)O)cc2)OCCCC[C@H](C)Oc2ccc(NC(=O)C3CCCCC3)cc2C1=O
  A: / | B: 3 | C: -3 | D: 2 | E: -4 | F: 5 | G: 3[16.7 µM]
mol: O=C(COC(=O)c1cc(=O)[nH]c2ccccc12)NCc1cccs1
  A: / | B: / | C: / | D: -3 | E: 2 | F: 5 | G: /
mol: COc1ccc(S(=O)(=O)N(C)CC(=O)NCc2ccccc2)cc1OC
  A: -5 | B: 1 | C: -1 | D: -2 | E: -14 | F: 0 | G: /
mol: CC(C)(C)OC(=O)C[C@H]1C/C=C\C[C@@H](CC(=O)N(CCO)Cc2ccccc2)C(=O)N[C@H](C(C)(C)C)COC1=O
  A: -3 | B: -4 | C: 0 | D: -2 | E: 2 | F: 0 | G: -30
mol: CC(=O)N1c2ccc(S(=O)(=O)NCCC(=O)NCCc3ccc(Cl)cc3)cc2CC1C (configuration not stated)
  A: -4 | B: -2 | C: -3 | D: -3 | E: 0 | F: -6 | G: -2
mol: COc1cccc(-c2ccc3n(c2=O)C[C@H]2[C@H](CO)[C@@H](C(=O)NC4Cc5ccccc5C4)N[C@@H]32)c1
  A: 39 | B: 0 | C: -3 | D: -25 | E: -9 | F: 0 | G: /
mol: COCC#Cc1cnc2c(c1)C(=O)N([C@@H](C)CO)C[C@@H](C)[C@H](CN(C)C(=O)CCN1CCCCC1)O2
  A: 8 | B: -4 | C: 0 | D: -3 | E: -2 | F: 0 | G: -4[16.7 µM]
mol: CC(C)C(NC(=O)c1c(F)cccc1F)C(=O)NC1CC(C)(C)NC(C)(C)C1 (configuration not stated)
  A: -4 | B: 2 | C: 1 | D: 0 | E: 4 | F: -4 | G: 11
mol: C[C@H](CO)N1C[C@H](C)[C@@H](CN(C)S(=O)(=O)c2ccc(C#N)cc2)OCc2cnnn2CCCC1=O
  A: -3 | B: 2 | C: -2 | D: 0&0 | E: -2&4 | F: / | G: -3
mol: COc1cccc(CN(C)CC(=O)Nc2ccccc2C(=O)Nc2ccccc2)c1OC
  A: -4 | B: -2 | C: 3 | D: 1 | E: 5 | F: 1 | G: 6
mol: COC(=O)N1CCc2c(sc(NC(=O)C3=COCCO3)c2C#N)C1
  A: -69 | B: -1 | C: -6 | D: -2 | E: -3 | F: 2 | G: 1

# Compound activity deposited in PubChem by Broad Institute.
